Compound activity: PubChem, Dana-Farber Cancer Institute and Novartis Institutes for BioMedical Research (Cambridge, Mass)
USP30 inh: blocks human USP30 ubiquitin-rhodamine cleavage; Q70CQ3; purified USP30, Ub-rhodamine cleavage fluorescence; inhibition, % at 25 µM; 47,000 compounds, 5.3% hits
OTUD3 block: blocks human OTUD3 ubiquitin-rhodamine cleavage. Q5T2D3. purified OTUD3, Ub-rhodamine fluorescence, 2 h. inhibition, % at 25 µM. 47,000 compounds, 0.7% hits. AID 1645858
UCHL1 block: inhibitors of human UCHL1 deubiquitinase. 47,000 compounds, 0.2% hits. purified UCHL1, Ub-rhodamine cleavage fluorescence. inhibition, % at 20 µM
Target sequence (P09936 whole entry, looked up): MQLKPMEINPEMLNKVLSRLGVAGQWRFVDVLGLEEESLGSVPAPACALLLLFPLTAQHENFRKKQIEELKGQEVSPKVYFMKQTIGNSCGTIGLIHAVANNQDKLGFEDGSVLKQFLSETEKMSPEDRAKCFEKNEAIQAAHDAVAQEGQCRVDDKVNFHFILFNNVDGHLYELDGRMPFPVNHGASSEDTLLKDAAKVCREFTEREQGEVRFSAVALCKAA
USP8 inh: blocks human USP8 ubiquitin-rhodamine cleavage; inhibition, % at 20 µM; 47,000 compounds, 4.2% hits; AID 1645853; purified USP8, Ub-rhodamine cleavage fluorescence, 30 min
USP28 inh: human USP28 deubiquitinase inhibition | inhibition, % at 25 µM | AID 1645857 | 47,000 compounds, 3% hits | purified USP28, Ub-rhodamine cleavage fluorescence, 30 min
USP10 block: human USP10 deubiquitinase inhibition; Q14694; purified USP10, Ub-rhodamine fluorescence, 60 min; inhibition, % at 20 µM; 47,000 compounds, 1.1% hits
Target sequence (Q14694 whole entry, looked up): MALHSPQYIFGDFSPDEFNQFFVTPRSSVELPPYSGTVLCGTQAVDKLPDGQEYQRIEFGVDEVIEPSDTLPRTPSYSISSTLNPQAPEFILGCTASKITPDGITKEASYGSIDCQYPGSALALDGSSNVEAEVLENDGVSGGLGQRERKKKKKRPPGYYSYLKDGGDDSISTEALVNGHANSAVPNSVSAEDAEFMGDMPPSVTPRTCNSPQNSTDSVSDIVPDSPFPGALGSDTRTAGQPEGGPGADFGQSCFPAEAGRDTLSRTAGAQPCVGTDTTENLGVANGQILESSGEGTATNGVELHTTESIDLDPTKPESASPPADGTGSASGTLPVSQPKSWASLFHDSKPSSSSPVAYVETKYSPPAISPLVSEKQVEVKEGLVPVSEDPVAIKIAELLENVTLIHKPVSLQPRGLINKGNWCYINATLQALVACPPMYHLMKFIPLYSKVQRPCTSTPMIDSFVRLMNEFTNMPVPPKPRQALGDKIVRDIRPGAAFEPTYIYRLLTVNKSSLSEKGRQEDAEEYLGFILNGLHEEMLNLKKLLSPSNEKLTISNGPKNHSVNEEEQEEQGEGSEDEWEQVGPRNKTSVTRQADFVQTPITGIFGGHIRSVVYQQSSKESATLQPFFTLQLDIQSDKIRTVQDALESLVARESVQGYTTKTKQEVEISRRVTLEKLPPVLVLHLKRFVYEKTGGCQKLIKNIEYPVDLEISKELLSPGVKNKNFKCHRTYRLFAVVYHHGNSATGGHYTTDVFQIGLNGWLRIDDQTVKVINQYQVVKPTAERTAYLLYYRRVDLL
USP7 inh: blocks human USP7 ubiquitin-rhodamine cleavage; inhibition, % at 20 µM; purified USP7, Ub-rhodamine cleavage fluorescence; AID 1645854; 47,000 compounds, 0.3% hits; Q93009
USP17 block: human USP17-like deubiquitinase inhibition; inhibition, % at 50 µM; 47,000 compounds, 6.5% hits; A8MUK1; purified USP17, Ub-rhodamine cleavage fluorescence, 3 h
* = called active by the depositor; i = inactive; / = not tested or not shown. Rule as the data show it: active = inhibition above about 30%; inactive = the rest.

Structure	USP30 inh	OTUD3 block	UCHL1 block	USP8 inh	USP28 inh	USP10 block	USP7 inh	USP17 block
Cc1cccc(CS(=O)(=O)c2cn(CC(=O)N3CCCCCC3)c3ccccc23)c1	22	8	2	15	10	5	-38	4
Cc1nc(-c2ccnn2C(C)C)cc(C2CCN(C(=O)C(C)(C)C)CC2)n1	17	4	1	4	2	0	3	3
CN1[C@@H](CCC(=O)NCc2ccco2)CNC(=O)[C@@H]2[C@H]1CCN2Cc1cccc(Cl)c1	1	11	0	4	6	-4	0	-18
O=C(CC1C(=O)N(CC2CCCO2)c2nc3ccccc3n21)Nc1cccc(F)c1 (centres undefined)	-2	-7	-3	-16	-10	0	-34	-11
CN(CCC(=O)Nc1ccccc1F)Cc1ccccc1	3	3	-4	-13	-4	0	-2	-4
CCN1CCC2(Cc3ccccc3CN(S(C)(=O)=O)C2)C1 (centres undefined)	-111	-26	-9	-12	-25	-4	-11	-39
Cc1ccc(S(=O)(=O)N(Cc2ccco2)Cc2cc3ccccc3[nH]c2=O)cc1	0	7	3	15	-1	20	6	-1
Cc1ccccc1NC(=O)Cn1c(C)ncc(-c2nc(-c3ccccc3)cs2)c1=O	i	-182	-32	-56	-173	-10	-31	-119
Cc1cc(C)n2c(SCC(=O)Nc3ccc(C)c(S(=O)(=O)N4CCCCCC4)c3)nnc2n1	-30	-2	4	0	-11	3	1	-4
COc1ccc(CNC(=O)c2cccc(S(=O)(=O)Nc3ccc(F)cc3)c2)cc1	5	-1	4	18	14	-3	4	4
COc1ccccc1C1=NS(=O)(=O)N(C)C(C(=O)NCC23CC4CC(CC(C4)C2)C3)=C1	14	-1	5	4	-3	10	7	4
N#Cc1ccc(Cl)cc1NC(=O)COc1cccnc1[N+](=O)[O-]	31*	0	0	-63	2	-3	0	50*
NC(=O)C1Cc2ccccc2CN1C(=O)c1ccoc1 (centres undefined)	/	-1	-1	0	/	-2	0	-7
Cc1ncn(-c2ccc(C(=O)Oc3ccccc3)cn2)n1	2	-2	-3	0	-18	1	-4	-7
Cc1cc(C)c2cc(CN(C(=O)Nc3cccc(Cl)c3)C3CCCC3)c(=O)[nH]c2c1	17	12	5	4	7	-1	-1	3
O=C(CCCn1c(=O)c2sccc2n(Cc2ccc(F)cc2)c1=O)NCc1ccco1	23	9	1	33*	6	1	-25	29
Cc1noc(C)c1CC(=O)N1CCC(Nc2cccnc2)C1 (centres undefined)	-87	-22	-9	-56	-25	-3	-11	-17
Nc1ncnc2c1c(-c1ccccc1)c(-c1ccccc1)n2CCc1ccc(F)cc1	45*	11	3	12	0	2	9	44*
Cc1ccc(C2c3[nH]c4ccccc4c3C[C@H]3C(=O)N(c4ccccc4C(=O)NCC4CCCO4)C(=O)N23)cc1 (some centres undefined)	-171	-32	-2	-20	-23	-9	-4	-41
CC1CCCCN1CCNC(=O)c1cc2occc2c(Nc2ccc(F)cc2)n1 (centres undefined)	-111	-23	-12	-10	-18	-9	-16	-6

Structures listed so far that have a furan ring, fused or not, in the order listed:
Structure	USP30 inh	OTUD3 block	UCHL1 block	USP8 inh	USP28 inh	USP10 block	USP7 inh	USP17 block
CN1[C@@H](CCC(=O)NCc2ccco2)CNC(=O)[C@@H]2[C@H]1CCN2Cc1cccc(Cl)c1	1	11	0	4	6	-4	0	-18
Cc1ccc(S(=O)(=O)N(Cc2ccco2)Cc2cc3ccccc3[nH]c2=O)cc1	0	7	3	15	-1	20	6	-1
NC(=O)C1Cc2ccccc2CN1C(=O)c1ccoc1 (centres undefined)	/	-1	-1	0	/	-2	0	-7
O=C(CCCn1c(=O)c2sccc2n(Cc2ccc(F)cc2)c1=O)NCc1ccco1	23	9	1	33*	6	1	-25	29
CC1CCCCN1CCNC(=O)c1cc2occc2c(Nc2ccc(F)cc2)n1 (centres undefined)	-111	-23	-12	-10	-18	-9	-16	-6

Carrying on.
Structure	USP30 inh	OTUD3 block	UCHL1 block	USP8 inh	USP28 inh	USP10 block	USP7 inh	USP17 block
Cc1cc(CN2CCCCC2c2cc(=O)n3ccnc3[nH]2)no1 (centres undefined)	-28	-2	0	0	-5	-9	0	-7
COc1ccc(Cl)cc1-n1nnc(C(=O)N2CCc3ccccc3C2)c1C	83*	15	6	12	33*	6	1	/
C=C(C)[C@H]1O[C@H]2CC[C@@]3(C)[C@@](O)(CC[C@H]4Cc5c([nH]c6cc7c(cc56)C[C@H]5C7=CC(C)(C)OC5(C)C)[C@@]43C)C2=C[C@H]1O	-78	-14	10	-4	-5	-2	10	-8
COc1cccc(CN2CCN(CC(=O)NCc3ccco3)[C@@H](C)C2)c1	11	4	1	-20	-3	0	1	0
CCOC(=O)c1cnn(-c2ccc(C(=O)Nc3ccc(F)cc3)cn2)c1N	0	-2	0	29	-13	14	5	-1
Cc1cccc(C)c1OCC(=O)Oc1ccc(-n2cnnn2)cc1	13	11	2	7	9	1	-8	4
COCCN1C(=O)CO[C@H]2CN(S(=O)(=O)C3CCCCC3)C[C@@H]21	-8	-3	-2	4	-3	1	-1	-2
N#Cc1cccc(CSC2=NS(=O)(=O)c3ccccc3N2)c1	-11	-12	-2	1	-15	2	0	-24
COc1ccc(-c2ccc(CCC(=O)Nc3ccccc3OC)o2)cc1	21	13	9	21	11	8	10	16
CC(=O)c1c(C)oc2c1cc(OC(=O)c1ccccc1)c1ccccc12	13	0	8	13	10	2	8	0
Cc1ccc2c(=O)c(C(=O)N3CCCC3)cn(CC(=O)NC3CCCC3)c2n1	-10	-6	-2	6	-5	-2	-2	/
C[C@H](O)c1coc(=O)c2c(O)cc(O)cc12	10	13	0	0	5	0	3	7
O=C(CCc1nnc2n(Cc3ccccc3)c(=O)c3ccccc3n12)NCC1CCCO1 (centres undefined)	30*	12	0	1	12	-1	-6	11
Cc1noc(C)c1CC(=O)Nc1cccn2ncnc12	0	-4	-3	-12	-4	-1	2	-6
CCc1cc(C(=O)Nc2ccc(C3CCc4nncn4C3)cc2)on1 (centres undefined)	22	6	1	3	34*	-2	0	0
O=C(NCc1ccccc1)c1nc2n(n1)-c1ccccc1S(=O)(=O)N2	34*	5	5	1	12	7	5	3
O=C(Nc1ccccc1F)C(=O)c1cn(CC(=O)N2CCCCC2)c2ccccc12	-25	-10	-2	-11	-19	0	-1	-11
Cc1ccc(-c2nc(Cn3cnc4ccccc4c3=O)cs2)cc1	58*	22	1	37*	33*	15	9	37*
O=C(NCCc1ccccc1)c1cnc2sc3c(n2c1=O)CCC3	-40	0	0	-5	-6	0	1	-7
Cc1ccc(Cn2c(=O)c3ccccc3n3c(CCC(=O)NC4CCN(Cc5ccccc5)CC4)nnc23)cc1	-23	-17	-5	-39	-11	-9	-29	-23

The last 2 compounds of the part before open the next one.
Structure	USP30 inh	OTUD3 block	UCHL1 block	USP8 inh	USP28 inh	USP10 block	USP7 inh	USP17 block
O=C(NCCc1ccccc1)c1cnc2sc3c(n2c1=O)CCC3	-40	0	0	-5	-6	0	1	-7
Cc1ccc(Cn2c(=O)c3ccccc3n3c(CCC(=O)NC4CCN(Cc5ccccc5)CC4)nnc23)cc1	-23	-17	-5	-39	-11	-9	-29	-23
CCCNc1cc(N2CCCC(CCC(=O)N3CCC(C)CC3)C2)ncn1 (centres undefined)	-24	-12	-4	-110	-17	-3	-11	-28
O=C(C(=O)N1CCCCC1)c1c(-c2ccccc2)[nH]c2ccccc12	21	9	-1	0	3	0	0	4
CCc1nc2cc(-c3noc(-c4ccnn4C)n3)ccc2o1	-36	-2	1	-19	3	0	-1	-13
Cn1cc(C2=CCN(S(=O)(=O)c3cccc(C#N)c3)CC2)c2cccnc21	-17	-7	4	-18	-9	-9	12	-7
CN1CCN(c2ccc(-c3ccc(Br)cc3)nn2)CC1	13	3	3	1	5	0	-4	2
CCc1ccc(S(=O)(=O)c2cn(CC(=O)Nc3ccccc3)c3ccccc3c2=O)cc1	-58	-13	0	77*	-18	46*	23	-26
Cc1ccc(NC(=O)CSc2nnc(-c3ccccn3)n2Cc2ccco2)cc1C	-171	-26	-5	26	-29	9	-2	2
CN(Cc1cccc(C#N)c1)C(=O)c1nc2n(n1)-c1ccccc1S(=O)(=O)N2	10	2	0	0	-5	6	3	-1
CCN(CC)CCNc1ncnc2c1c(C)c(C)n2Cc1cccnc1	-18	-4	-4	-6	-1	-5	-1	-22
CC(=O)Nc1ccc(NC(=O)c2ccc3c(c2)CC(c2ccccc2)OC3=O)cc1 (centres undefined)	22	0	1	34*	0	22	4	21
O=C(CCCc1nc(-c2ccc(Cl)cc2)no1)Nc1ccncc1	7	4	-1	-3	16	-3	-3	-20
Cc1noc2ncc(-c3nnc(Cc4ccccc4F)o3)cc12	23	-1	-4	-13	4	-3	-20	11
COc1cccc(-n2c(=O)[nH]c3c(C(N)=O)nc(C4CCCCC4)nc32)c1	-202	-36	-14	10	-35	-8	-14	-27
O=C1[C@H]2Cc3c([nH]c4ccccc34)C(c3ccccc3)N2C(=O)N1c1ccc2c(c1)OCCO2 (some centres undefined)	-12	-12	0	-8	-5	1	0	1
O=S(=O)(c1ccc(Cc2ncc(C(F)(F)F)cc2Cl)s1)N1CCN(c2ccc(F)cc2)CC1	-50	-12	-2	16	-10	-4	1	-15
C/C=C/C(O)C(C)(C)C1C/C=C\C2OC2/C=C/C(OC)Cc2nc(co2)C(=O)OC(C(C)(C)C(O)/C=C/C)C/C=C\C2OC2/C=C/C=C\c2nc(co2)C(=O)O1 (centres undefined)	-114	-10	-15	-97	-19	-7	-7	14
COc1ccc2c(C)c(CC(=O)N[C@@H](Cc3c[nH]c4ccccc34)C(=O)O)c(=O)oc2c1C	-30	-2	-1	4	-2	1	2	13
COc1cccc(CNCC(=O)N2CCC(Cc3ccccc3)CC2)c1	7	0	-2	-7	-1	0	-1	-3
COc1cccc(-c2c(NC(=O)c3ccc(F)cc3)oc3ccccc3c2=O)c1	19	8	6	9	5	4	9	13
CCOC(=O)C1CCCN(C(=O)c2cc(S(=O)(=O)N3CCCCC3)ccc2C)C1 (centres undefined)	-3	-1	-2	-22	-12	1	-1	-17
CNC(=O)c1cc2c(nc1NCC(C)C)CCN(Cc1cnn(C)c1)CC2	-34	-4	3	-26	-11	-1	3	-26
O=C(CCC1CCCC1)N1CCN(C(=O)c2ccccc2F)CC1	22	13	4	3	5	1	4	5
c1ccc2c(c1)NC1(CCN(Cc3cnc(N4CCOCC4)nc3)CC1)N1CCN=C21	13	5	2	-2	4	-1	2	3
COc1cccc(CNC(=O)Cn2cnc(S(=O)(=O)N3CCCC3)c2)c1	7	10	-1	19	11	-2	2	16
Cc1ccc(C)c2nc3c(cc12)CN(Cc1nnnn1Cc1ccccc1)CCO3	12	8	3	12	10	-1	-4	6
O=C(c1cc2c(s1)CCC2)N1CCc2ccccc21	3	1	-2	6	-5	7	-2	3
COc1ccccc1CNc1ccc(S(=O)(=O)Nc2ccccc2)cc1[N+](=O)[O-]	4	0	8	1	13	9	-38	0
COc1cccc(C(=O)[C@H]2C(c3ccc(Cl)cc3)=NO[C@]23C(=O)Nc2ccccc23)c1	11	14	13	3	23	13	14	23
CCOC(=O)C1CCN(c2nc3cc(C)nn3c3ccccc23)CC1	20	11	6	7	13	5	-134	11
O=C(CSc1ccccc1C(=O)O)NCc1ccc2c(c1)OCO2	14	0	-2	7	-8	4	3	0
Cc1cccc(CNC(=O)c2cc3occc3c(Nc3ccc(F)cc3)n2)c1	6	5	5	7	6	21	6	7
O=C(CN1C(=O)CSc2cc(S(=O)(=O)N3CCCC3)ccc21)NCc1ccccc1	-14	-11	-6	-5	-10	-3	-3	-12
COc1cccc(C2CC(c3ccc(F)cc3)=NC3(CCN(C)CC3)N2)c1O (centres undefined)	-52	-18	-3	41*	-12	-3	-4	-6
C/C=C/C=C/C=C/C=C/C=C/C=C/C=C/C(=O)N(C)C1C(=O)NC(CC(C)C)C(=O)NC(C)C(=O)NC(C)C(=O)NC(CCC(N)=O)C(=O)OC1C (centres undefined)	-306	-77	-51	-257	-86	-3	-49	-104
COC(=O)[C@@H]1Cc2nc[nH]c2CN1C(=O)c1ccc(-c2ccccc2)cc1	/	8	1	-5	/	-1	0	0
O=C(NCc1ccc2c(c1)OCO2)c1cn(-c2cccc(F)c2)nn1	-2	-4	3	14	-9	7	3	3
Cc1ccc(C)c(S(=O)(=O)N2CCCN(CCn3cccn3)CC2)c1	6	2	-1	-26	1	0	4	-6
CC(CCc1ccccc1)NC(=O)c1cc(OCc2ccccc2)nc2ccccc12 (centres undefined)	-30	-1	-4	-80	-19	0	1	-21
COc1ccc(NC(=O)CSc2ccc(-c3cccnc3)nn2)cc1OC	-7	-7	-4	-17	-16	-2	0	-2
COc1ccc(-c2cc(-c3nnc(COC(=O)C4COc5ccccc5O4)o3)c3ccccc3n2)cc1OC (centres undefined)	-56	9	-8	-7	6	-10	0	-35
